PrPC TRFRET: inhibitors of human cell surface prion protein PrPC; inhibition, % at 13.8 µM; 370,000 tested, 0.43% active; AID 720596; TR-FRET read-out; P04156; in the data active = inhibition above about 24%; note: 0% = median of the test wells and 100% = reference compound wells
UGM FP inh: inhibitors of M. tuberculosis UDP-galactopyranose mutase; P9WIQ1; purified UGM, fluorescence polarization probe displacement; inhibition, % at 10 µM; 320,000 tested, 0.06% active; in the data active = inhibition above about 10%, passing the limit was not always enough; inconclusive = no clear call, values can overlap the other calls
Target sequence (P9WIQ1 whole entry, looked up): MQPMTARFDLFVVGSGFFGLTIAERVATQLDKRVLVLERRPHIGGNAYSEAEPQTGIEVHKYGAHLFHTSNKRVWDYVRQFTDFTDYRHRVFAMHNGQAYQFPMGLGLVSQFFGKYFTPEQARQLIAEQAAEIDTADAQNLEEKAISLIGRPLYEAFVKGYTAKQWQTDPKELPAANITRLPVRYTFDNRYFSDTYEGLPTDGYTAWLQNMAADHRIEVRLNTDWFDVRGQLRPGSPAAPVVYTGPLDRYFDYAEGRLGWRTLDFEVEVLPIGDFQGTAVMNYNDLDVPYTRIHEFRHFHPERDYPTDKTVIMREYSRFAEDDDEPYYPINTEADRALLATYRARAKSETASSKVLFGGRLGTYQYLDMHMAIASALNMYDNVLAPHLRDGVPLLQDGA
FadD28 binding: inhibitors of Mycobacterium tuberculosis FadD28 bisubstrate binding. AID 588549. 360,000 tested, 0.22% active. inhibition, % at 12.5 µM. FadD28 bisubstrate probe binding, fluorescence polarization; in the data active = inhibition above about 8.5%, passing the limit was not always enough; inconclusive = no clear call, values can overlap the other calls
Rv3671c protease: inhibits the M. tuberculosis serine protease Rv3671c; P9WHR9; inhibition, % at 5.96 µM; 320,000 tested, 0.048% active; in the data active = inhibition above about 38%;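 note: extracellular domain of Rv3671c used as enzyme; 0% = enzyme with DMSO and 100% = no enzyme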
Target sequence (P9WHR9 whole entry, looked up, the tested form may be a part): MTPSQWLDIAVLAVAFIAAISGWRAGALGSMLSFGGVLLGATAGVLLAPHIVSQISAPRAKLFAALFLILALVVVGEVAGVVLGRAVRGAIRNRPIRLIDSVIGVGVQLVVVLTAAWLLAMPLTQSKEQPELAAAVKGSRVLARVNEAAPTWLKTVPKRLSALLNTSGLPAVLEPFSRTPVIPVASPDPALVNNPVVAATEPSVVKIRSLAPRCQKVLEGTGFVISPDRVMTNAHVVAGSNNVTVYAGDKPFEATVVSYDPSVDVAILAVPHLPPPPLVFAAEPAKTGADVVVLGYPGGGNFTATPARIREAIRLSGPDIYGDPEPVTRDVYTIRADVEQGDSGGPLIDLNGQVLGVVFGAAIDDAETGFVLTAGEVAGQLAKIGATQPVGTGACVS
GDH-TPI counter: counter-screen for M. tuberculosis FBA inhibitors: GDH-TPI coupled enzymes. GDH-TPI coupled enzyme counterscreen, NADH absorbance. inhibition, % at 4.8 µM. 360,000 tested, 1.2% active; in the data active = inhibition above about 30%;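 note: 0% = DMSO wells and 100% = wells lacking the enzyme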
Mtb BioA inh: BioA (M. tuberculosis) enzyme inhibition; inhibition, % at 9.99 µM; 360,000 tested, 0.096% active; purified M. tuberculosis BioA enzyme, plate reader; in the data active = inhibition above about 40%; inconclusive = no clear call, values can overlap the other calls
FBA Mtb inh: Mtb fructose-bisphosphate aldolase inhibition; P9WQA3; purified M. tuberculosis FBA, fluorescence read-out; inhibition, % at 1 µM; 360,000 tested, 2.3% active; AID 588726; in the data active = inhibition above about 27%;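 note: 0% = vehicle and 100% = reference inhibitor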
MazEF act: activators of E. coli MazEF toxin-antitoxin RNase; FAM/BHQ RNA-DNA oligo cleavage fluorescence, 5 h; P0AE70; activation, % at 20 µM; 350,000 tested, 0.32% active; in the data active = activation above about 50%
Target sequence (P0AE70 whole entry, looked up): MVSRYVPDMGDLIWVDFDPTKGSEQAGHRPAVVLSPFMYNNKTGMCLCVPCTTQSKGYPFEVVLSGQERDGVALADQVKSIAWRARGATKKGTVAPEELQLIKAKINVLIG
BoNT F protease: BoNT F light chain protease inhibition. inhibition, % at 10 µM. Multiplex microsphere protease cleavage assay, flow cytometry. 360,000 tested, 0.22% active; in the data active = inhibition above about 35%, passing the limit was not always enough; inconclusive = no clear call, values can overlap the other calls; note: plate controls were buffer without enzyme for full effect and enzyme alone for no effect
* = called active by the depositor; ? = inconclusive; · = not tested or not shown.

The first 2 records, ahead of the listing:
SMILES	PrPC TRFRET	UGM FP inh	FadD28 binding	Rv3671c protease	GDH-TPI counter	Mtb BioA inh	FBA Mtb inh	MazEF act	BoNT F protease
Oc1ccc(Cc2ccc(Cl)cc2)c(O)c1	3	0.2	-8.6	-2	4	3.4	1	-18	?
O=c1ccc(S(=O)(=O)N2CCCC2)c[nH]1	1	-0.1	-0.9	-11	9	-0.4	2	9	0

All compounds of this part, from the first entry:
SMILES	PrPC TRFRET	UGM FP inh	FadD28 binding	Rv3671c protease	GDH-TPI counter	Mtb BioA inh	FBA Mtb inh	MazEF act	BoNT F protease
Oc1ccc(Cc2ccc(Cl)cc2)c(O)c1	3	0.2	-8.6	-2	4	3.4	1	-18	?
O=c1ccc(S(=O)(=O)N2CCCC2)c[nH]1	1	-0.1	-0.9	-11	9	-0.4	2	9	0
CCOc1cc(C(=O)Nc2cc(C)ccc2C)ccc1OCC(=O)N1CCCCC1	2	-2.6	-2.4	2	9	0.8	5	6	-3
NCCN=C1NS(=O)(=O)c2ccccc21	-4	0.5	-1.8	0	9	-1.5	2	6	-4
Cc1cc(C)n(-c2nc3ccccc3nc2Nc2ccc3[nH]c(=O)[nH]c3c2)n1	3	1.2	0.6	8	22	·	-3	234*	1
FC(F)(F)c1cccc(CC2CN(Cc3ccccc3)Cc3ccccc3N2c2cc(Cl)cc(Cl)c2)c1 (stereo not given)	20	·	-2.8	·	16	-5.8	2	-2	-4
COc1ccccc1C(=O)COC(=O)c1ccccc1OCC(=O)Nc1ccc(SC(F)F)cc1	1	-1.3	-1.0	-8	0	·	1	-11	-13
O=C(Nc1ncc([N+](=O)[O-])s1)c1cccc([N+](=O)[O-])c1	-10	1.5	1.8	-6	4	-0.5	-2	0	?
CC(C)(C)OC(=O)NCCCC[C@H](NC(=O)c1nc[nH]c1C(=O)NCc1ccc(CNC(=O)OC(C)(C)C)cc1)C(=O)OC(C)(C)C	0	4.0	-4.1	-22	9	2.1	-3	-3	-6
COc1cccc(CNC(C)C(=O)Nc2ccc3c(c2)OCCO3)c1 (stereo not given)	8	-0.9	-0.1	2	-6	·	0	9	-5
Cn1cccc1/C=N/n1c(-c2ccco2)n[nH]c1=S	4	1.5	-4.0	-4	2	·	-5	0	-6
CC(C)(C)c1ccc(CNc2cc(N3CCOCC3)ccc2[N+](=O)[O-])cc1	2	1.4	0.1	-8	7	-1.8	-8	1	7
CCOCc1c(C(=O)OCC(=O)Nc2ccccc2C(N)=O)oc2ccccc12	-2	·	·	-17	10	0.0	9	-6	4
O=C(CSc1ncn[nH]1)Nc1nnc(-c2ccccc2)s1	·	2.7	-0.5	0	12	-0.2	-1	3	-3
COC(CNC(=O)c1cn(C)c2ccc(S(=O)(=O)N3CCOCC3)cc2c1=O)OC	3	3.5	-0.3	1	7	2.6	-1	3	4
Cc1cc(NS(=O)(=O)c2ccc(NC(=O)c3ccccc3F)cc2)no1	3	-0.6	-0.4	13	-1	-0.5	4	3	·
OC1CCN(c2ncnc3nc[nH]c23)CC1	0	-2.9	0.1	1	0	-0.5	-1	3	3
COc1ccc(/C=N/OC(=O)Nc2ccccc2OC)cc1	1	-1.3	-0.7	-6	11	·	1	-4	-17
COc1cccc(-c2cnc(C(O)c3ccc(F)cc3)[nH]2)c1 (stereo not given)	-4	·	0.9	·	4	1.2	3	·	-3
CCc1nnc(NC(=O)c2ccc(S(=O)(=O)N(C)Cc3ccccc3)cc2)o1	-1	1.9	-0.6	-10	10	-0.6	0	3	-5
C/C(=N\NC(=O)COc1ccc(C(C)(C)C)cc1)c1ccc(N2CCOCC2)cc1	-5	0.4	-1.3	-8	8	·	1	5	-1
O=C(NCCN1CCCC1)c1ccc(Cl)cc1	-5	-1.2	-2.5	-5	-1	·	3	-1	0
Cc1cc(NCCCN2CCOCC2)n2ncc(-c3ccc(Cl)cc3)c2n1	-1	0.3	1.0	0	8	0.8	4	4	-4
COc1ccc(C(=O)Nc2cc(=O)n(C)c(=O)n2C)cc1	7	1.4	0.5	7	3	·	-3	0	6
CC(OC(=O)c1cccc(-n2cnnn2)c1)C(=O)Nc1cccc(Cl)c1 (stereo not given)	10	5.9	-4.8	1	-9	1.9	-2	2	-1

Additional compounds.
SMILES	PrPC TRFRET	UGM FP inh	FadD28 binding	Rv3671c protease	GDH-TPI counter	Mtb BioA inh	FBA Mtb inh	MazEF act	BoNT F protease
CCOc1ccccc1N1CCN(C(=O)[C@@H]2CCCN2C2=NS(=O)(=O)c3ccccc32)CC1	-6	-1.0	-3.4	2	-1	·	0	3	5
CCN(C[C@H]1N[C@@](CC)(C(=O)OC)[C@H]2C(=O)N(Cc3ccccc3)C(=O)[C@@H]12)S(=O)(=O)c1ccc(OC(F)(F)F)cc1	7	·	-0.9	-5	16	-2.1	4	1	2
O=C(NN1C(=O)c2ccccc2NC1c1ccccn1)c1ccc(Br)cc1 (stereo not given)	-2	-0.8	-1.5	-2	2	0.3	-2	-9	0
COc1ccc(C(O)C(CN2CCOCC2)c2ccccc2)cc1F (stereo not given)	1	1.9	-0.6	-5	-1	-0.3	-1	0	-4
CCOc1ccc(CNC(=O)CCS(=O)(=O)Cc2cccc(Cl)c2)cc1OC	1	-1.7	-3.4	-6	-14	-1.2	-8	0	-2
CNc1ccc(C(=O)OCC(=O)Nc2ccnn2C(C)C)cc1[N+](=O)[O-]	-13	-1.5	·	0	3	1.6	-2	3	4
Cc1cccc(C)c1OCc1cc(C(=O)N2CCC[C@H]2C(N)=O)no1	4	-0.1	-2.6	·	-5	0.3	0	-3	-8
COc1ccc(CCNC(=O)CCC(=O)Nc2ccc3nc(N4CCN(C)CC4)cc(C)c3c2)cc1OC	9	5.2	-4.3	2	-8	-0.1	13	-42	2
CCOC(=O)CSc1nc2cc3c(cc2cc1C)OCO3	1	0.5	-1.0	-15	21	1.4	-2	-1	-4
O=C(c1cccc(S(=O)(=O)NCc2ccc3c(c2)OCO3)c1)N1CCCC1	-2	-0.1	-1.0	3	6	1.4	-1	2	-5
COc1cc(SC)ccc1C(=O)Nc1ncc(C)s1	3	-3.3	-2.1	-5	18	·	2	7	-5
CC1(C(=O)NCc2ccc(Cl)c(Cl)c2)Oc2ccccc2NC1=O (stereo not given)	2	2.6	-6.6	-3	0	·	-3	-2	-2
CCOC(=O)c1[nH]c(C)c(C(=O)OCC(=O)NCc2ccc(OC)c(OC)c2)c1C	1	-1.9	-0.8	1	-13	-0.6	3	0	-9
CCCn1c(N)c(C(=O)CN(C)CC(=O)Nc2c(C)cc(C)cc2C)c(=O)[nH]c1=O	0	·	0.5	·	1	-4.3	3	-2	8
CCCCC1=CC2=C(c3ccco3)C(=O)C(C)(OC(=O)c3ccc(OC)cc3)C(=O)C2=CN1CC(C)C (stereo not given)	11	1.1	0.7	9	11	-0.3	0	-24	-7
C/C=C(\C)CN1CCN(c2ccccc2F)CC1	-7	-1.0	-1.8	2	-5	-0.2	0	-1	-4
Cc1ccc(S(=O)(=O)NN=CC2(c3ccccc3)CC2)cc1	7	·	-2.7	·	-6	-1.3	0	8	3
C=CCN(C(=O)CCC(=O)Nc1cc(C)on1)C(C(=O)NC1CCCC1)c1ccc(CC)cc1 (stereo not given)	-4	-0.4	-2.9	-1	2	·	0	4	2
N#C/C(=C/c1ccc(Br)s1)C(=O)NCCc1c[nH]c2ccccc12	7	1.9	-3.1	-7	22	·	0	1	-2
CN(/N=C/c1cc(Cl)cc(Cl)c1O)c1c(Cl)cccc1[N+](=O)[O-]	-1	0.5	-6.7	-5	37*	-1.2	-4	9	?
O=c1c2cc(NC(=S)NC3CCN(Cc4ccccc4)CC3)ccc2nc2n1CCCCC2	4	0.7	-0.7	4	-7	·	-1	6	2
CC(CSc1nc2ccccc2s1)Cn1c(N2CCCC2)nc2c1c(=O)[nH]c(=O)n2C (stereo not given)	-1	0.6	-2.3	4	-15	2.0	-5	-1	-6
COCCNC(=O)C(C)OC(=O)c1nsc(Cl)c1Cl (stereo not given)	-3	2.5	-0.2	6	13	-0.6	3	6	0
Cc1ccc(C(C)NC(=O)C2CCCO2)cc1C (stereo not given)	10	3.2	-1.1	2	15	0.8	2	-13	5
CCOC(=O)Cc1csc(SCC(=O)NC2CCCCC2)n1	-1	0.5	0.0	6	6	-3.1	0	-7	2

Some entries already given, showing only GDH-TPI counter:
Molecule	GDH-TPI counter
CC(CSc1nc2ccccc2s1)Cn1c(N2CCCC2)nc2c1c(=O)[nH]c(=O)n2C (stereo not given)	-15
COCCNC(=O)C(C)OC(=O)c1nsc(Cl)c1Cl (stereo not given)	13
Cc1ccc(C(C)NC(=O)C2CCCO2)cc1C (stereo not given)	15

Remaining list, next part:
SMILES	PrPC TRFRET	UGM FP inh	FadD28 binding	Rv3671c protease	GDH-TPI counter	Mtb BioA inh	FBA Mtb inh	MazEF act	BoNT F protease
Oc1ccccc1C1NCc2ccccc2-n2cccc21 (stereo not given)	0	-5.8	-2.1	8	5	0.8	3	7	-32
O=C(NCc1ccccc1)c1cc(C2CCCCN2C(=O)CCCc2ccccc2)on1 (stereo not given)	1	·	-5.9	·	2	-1.3	-3	·	-3
CC1(C)C2([N+](=O)[O-])CNCC1([N+](=O)[O-])CNC2	2	-0.8	-0.5	3	5	-1.1	1	2	-26
CN(Cc1ccccc1)S(=O)(=O)c1ccc2c(c1)n(C)c(=O)n2C	5	1.3	-2.4	0	13	0.4	-7	-1	-18
Cc1cc(OCC(=O)c2ccc(F)cc2)ccc1N1C(=O)CCC1=O	-5	-1.0	-1.6	5	5	-1.0	2	8	?
O=C(COC(=O)c1c[nH]c2ccccc12)Nc1ccccc1	2	3.8	-3.4	-9	-3	-2.7	-1	1	-1
CCc1ccc(NC(=O)COC(=O)C2(c3ccc(Cl)cc3)CCCC2)cc1	7	0.0	1.2	-18	1	2.7	-2	-8	3
O=C(Nc1cc2c(=O)n(-c3ccc(Oc4ccccc4)cc3)ccc2oc1=O)c1ccccc1	6	-1.9	-0.8	-1	12	-2.0	2	11	-1
COc1ccc(-c2nnc(SC(C)C#N)o2)cc1 (stereo not given)	3	0.6	-0.4	-6	3	·	-5	1	-6
Cn1c(=O)oc2cc(S(=O)(=O)N3CCN(c4ccccc4)CC3)ccc21	5	-0.6	-2.3	-5	-2	0.7	-4	39	6
CN(C(=O)/C=C/c1ccc2c(c1)OCO2)c1ccccc1	-9	-0.7	-1.8	-20	15	-0.3	1	0	-3
CC1CCCCN1S(=O)(=O)c1ccc(C(=O)Nc2nnc(-c3cccs3)o2)cc1 (stereo not given)	4	1.3	1.3	-10	24	-0.2	2	-3	7
CC(C)N(Cc1nc(-c2ccccc2)no1)C(=O)Cc1ccccc1	6	-0.6	-2.4	-6	2	1.2	0	6	-7
COc1ccccc1C(=O)N1CCN(c2ccccn2)CC1	-3	-1.6	-3.0	-1	3	-0.3	5	1	0
O=C(COc1ccc(S(=O)(=O)N2CCCC2)cc1)NCc1ccccn1	5	0.9	-2.6	5	1	1.4	0	-17	11
N#C/C(=C\c1c[nH]c2ccccc12)C(=O)NCC1CCCO1 (stereo not given)	3	-0.5	0.6	4	10	·	0	1	-8
CCC(=O)Nc1nc2cc(OC)ccc2s1	-4	2.0	0.2	3	-2	·	4	0	-4
O=C(Nc1ccc(Br)cc1)C1CCCC1	6	0.6	-1.8	5	3	-1.0	-2	5	?
N#Cc1c(-c2cccs2)cc(-c2cccs2)[nH]c1=O	2	-3.5	-2.4	-14	-5	0.1	9	-1	?
N#C/C(C(=O)NCc1ccccc1)=C1\SC(CCO)C(=O)N1c1ccccc1 (stereo not given)	0	0.6	1.3	-1	5	1.3	5	-4	-38
C/C(O)=C(\C#N)C(=O)Nc1cc(Br)ccc1Br	-3	-0.2	-6.3	-3	-4	1.2	0	2	-24
CC(C)NC(=O)C1CCN(C2CCN(Cc3nc(C(C)C)cs3)CC2)CC1	-9	0.3	-0.1	-1	4	·	0	-12	-4
Cc1ccc(C)c(CC(=O)N2CCCCC2c2cc(C(=O)Nc3cccc(C#N)c3)no2)c1 (stereo not given)	12	·	-2.6	·	3	-0.8	0	·	-2
Cc1ccc(S(=O)(=O)N2CCCCC2)cc1NC(=O)c1c(-c2ccccc2)noc1C	-8	1.4	·	4	-3	0.5	-1	7	4
c1ccc(-c2nnc(C(c3ccccc3)c3ccccc3)o2)cc1	-13	-0.3	-1.2	-12	0	·	0	-6	-7
COc1ccc(OCCCC(=O)OCC(=O)Nc2nnc(-c3ccccc3)o2)cc1	5	1.2	-0.6	4	2	-0.8	2	0	0

Screens from PubChem.
